# Source: PubChem
# Cardio protect – protects H9c2 cardiomyocytes from peroxide injury | H2O2 injury protection, ATPLite, 2 h | protection from H2O2 cell death, % at 20 µM | 360,000 compounds, 0.63% hits;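 active = compounds giving at least 50% protection of heart cells from peroxide-induced death in the single-dose screen, raw or plate-pattern-corrected value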;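 note: 0% = DMSO wells with peroxide and 100% = DMSO wells without peroxide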
# hiPSC survival – hiPSC single-cell survival enhancement; 360,000 compounds, 0.044% hits; AID 602274; survival enhancement, % at 20 µM; ATPlite luminescence; 100% = ROCK inhibitor wells, 0% = DMSO; in the data active = survival enhancement above about 18%;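 note: cells exposed to compounds for 16 hours before the ATP read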
# Glyco luc inh – blocks N-linked glycosylation in D54 reporter cells. D54 ERlucT glycosylation luciferase reporter, 24 h; percent of 100 nM tunicamycin response. 360,000 compounds, 0.23% hits. reporter increase, % at 12.5 µM;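 active = mean luciferase reporter signal, scaled so untreated is 0 and the glycosylation-blocking control 100, at or above a set limit in every replicate; inconclusive = mean reaches the limit but not every replicate does; inactive = mean below the limit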;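 note: luciferase carries N-glycosylation sites so blocking glycosylation raises the light; 0% = median of neutral control wells and 100% = median of 100 nM tunicamycin wells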
# PDI inh – PDI (human) enzyme inhibition; P07237; PDI insulin aggregation turbidity, A650, 90 min; inhibition, % at 10 µM; 350,000 compounds, 0.052% hits;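 active = mean inhibition across replicates of 30% or more, whatever share of single replicates reach that level; inconclusive = mean inhibition below 30% while every single replicate reaches 30%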;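 note: absorbance from insulin aggregation driven by PDI reduction with DTT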
# m5-HT2A agonist – agonists of mouse serotonin 5-HT2A receptor (HTR2A); 360,000 compounds, 0.66% hits; activation, % at 7.6 µM; AID 624169; P35363; CHO-K1 mHTR2A beta-arrestin complementation, luminescence; percent of 30 µM serotonin response;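 active = activation above a run cutoff, the mean activation of all tested compounds plus 3 SD, cut at about 14% in these data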;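 note: 0% = plate median of compound wells and 100% = 30 µM serotonin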
# ABCB6 inh 2 – human ABCB6 transporter inhibition; K562-ABCB6 porphyrin accumulation, flow cytometry, 1 h; hits give low values; Q9NP58; AID 602162; fluorescence ratio to DMSO, % at 10 µM; 360,000 compounds, 0.19% hits;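 active = fluorescence ratio to DMSO below 75%, the collection mean minus 3 SD; inconclusive = too few cells collected in the well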;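 note: signal is porphyrin accumulated inside mitochondria; 100% equals median channel fluorescence of DMSO control wells; lower ratio means ABCB6 inhibition with less porphyrin fluorescence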
# Target sequence (Q9NP58 whole entry, looked up): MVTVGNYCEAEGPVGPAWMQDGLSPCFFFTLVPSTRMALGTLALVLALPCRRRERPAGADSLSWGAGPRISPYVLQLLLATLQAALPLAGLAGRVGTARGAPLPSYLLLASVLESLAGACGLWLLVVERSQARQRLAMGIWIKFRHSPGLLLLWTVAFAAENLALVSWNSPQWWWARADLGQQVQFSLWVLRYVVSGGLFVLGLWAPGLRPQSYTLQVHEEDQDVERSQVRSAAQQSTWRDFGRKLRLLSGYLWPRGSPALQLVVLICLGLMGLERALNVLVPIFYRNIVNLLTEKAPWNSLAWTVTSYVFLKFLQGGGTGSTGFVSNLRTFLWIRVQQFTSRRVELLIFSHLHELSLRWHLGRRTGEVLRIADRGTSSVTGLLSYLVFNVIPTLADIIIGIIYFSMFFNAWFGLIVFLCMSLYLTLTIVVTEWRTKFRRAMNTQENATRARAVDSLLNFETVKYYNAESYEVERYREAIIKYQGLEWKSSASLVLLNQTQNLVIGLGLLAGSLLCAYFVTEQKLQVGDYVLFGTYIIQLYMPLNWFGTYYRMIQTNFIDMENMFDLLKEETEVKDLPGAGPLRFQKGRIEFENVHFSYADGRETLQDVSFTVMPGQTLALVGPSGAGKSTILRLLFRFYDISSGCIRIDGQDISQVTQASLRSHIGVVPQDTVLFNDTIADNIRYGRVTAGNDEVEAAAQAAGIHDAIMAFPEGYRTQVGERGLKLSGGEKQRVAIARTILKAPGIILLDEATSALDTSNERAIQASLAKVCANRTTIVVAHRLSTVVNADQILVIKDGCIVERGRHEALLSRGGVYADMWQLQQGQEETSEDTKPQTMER
# CaV13 FRET inh – Disruptors of the CACNA1D IQ motif to Ca2+-dependent inactivation inhibitor domain association, primary screening, Förster resonance energy transfer in intact living …; 340,000 compounds, 0.098% hits; HEK cells, CFP/YFP FRET ICDI-IQ, plate reader, 10 min; percent FRET-ratio fall versus neutral wells; inhibition, % at 12.3 µM;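 active = mean replicate inhibition of at least 30% and at least 1% of replicates passing that level; inconclusive = only one of the two criteria is met; inactive = neither criterion is met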;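 note: 0% = median of the neutral control wells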
# aDG glyco act – alpha-DG glycosylation activation. AID 624168. 360,000 compounds, 0.22% hits. Pro5-aDG cells, alpha-DG glycosylation AlphaScreen (IIH6); 0% Pro5, 100% B10-LARGE cell signal. activation, % at 10 µM;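 active = activation of at least 8% versus controls, or a plate z-score of at least 8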;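 note: Pro5 are CHO cells carrying HIG-tagged alpha-DG that lacks glycosylation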
# Granule exo inh – blocks lytic granule exocytosis | 360,000 compounds, 0.66% hits | AID 651702 | inhibition, % at 10 µM | TALL-104 LAMP-1 surface exposure, flow cytometry; cells stimulated with thapsigargin and PMA;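 active = inhibition above about 55%, limit read from the data; inconclusive = no clear call, values can overlap the other calls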
# Vif imaging – inhibitors of HIV Vif; 340,000 compounds, 0.35% hits; inhibition, % at 7.49 µM; AID 602346; HEK293T cells, Vif self-association by quenched fluorescence, imaging, 24 h; in the data active = inhibition above about 50%, passing the limit was not always enough; inconclusive = no clear call, values can overlap the other calls; inactive = below about 31%; note: some results filed as inactive read as strong as hits
# * marks the source's active call; other numbers are inactive results; ? = inconclusive; / = no result given. An unsorted share of the library; 3.1% or so of the library scored in one or more.
SMILES,Cardio protect,hiPSC survival,Glyco luc inh,PDI inh,m5-HT2A agonist,ABCB6 inh 2,CaV13 FRET inh,aDG glyco act,Granule exo inh,Vif imaging
CCC(C)[C@H](NC(=O)Nc1ccc2c(c1)OCCO2)C(=O)OC (stereo partly specified),-3,-0.4,-1,8,0,100,-3,0.2,-10,-16
CN1CCN(c2ccc(Cl)cc2NC(=O)c2ccc([N+](=O)[O-])cc2)CC1,4,-0.7,-3,-1,-2,93,-7,1.3,17,8
O=C(OCc1cccnc1)C1=Cc2ccccc2OC1,-2,-1.4,7,3,2,113,-5,0.0,0,4
CC(C)C[C@H]1CN(CCCC[C@H]2CNC(=O)C(=O)N2CC2CCCCC2)C(=O)C(=O)N1Cc1ccccc1,/,-0.6,/,/,2,94,-6,-0.2,-5,/
COc1cccc(OC)c1OC(=O)/C=C/c1ccc(C)o1,-5,1.1,-2,-33,1,98,-7,-0.2,11,-27
CC1(C)Cc2c(c(-c3ccco3)[nH]c(=O)c2C#N)CS1,8,1.2,2,5,0,91,-5,0.4,0,-3
N/C(=N\OC(=O)COc1ccc(Br)cc1Cl)c1ccccn1,-14,-1.2,-19,-3,-4,104,-5,14*,-4,-6
CCCCS(=O)(=O)c1sc2nc(C)cc(C)c2c1N,-6,-0.6,0,2,-2,95,-5,-0.2,0,-4
CC(OC(=O)c1cccc([N+](=O)[O-])c1)C(=O)NCc1ccc2c(c1)OCO2 (stereo unspecified),3,1.1,0,12,2,102,-3,0.1,0,22
NS(=O)(=O)c1cccc(NC(=O)CNC(=O)CC23CC4CC(CC(C4)C2)C3)c1,6,-0.4,3,8,0,104,3,1.5,1,15
CCOc1ccc(N(CC(=O)N2CCc3ccccc32)S(=O)(=O)c2c(C)noc2C)cc1,-3,0.9,-3,5,0,99,5,0.1,-3,-7
COc1ccc(S(=O)(=O)Nc2nc3c(s2)C(=O)CC(C)(C)C3)cc1,0,-0.2,1,4,-5,97,-7,0.2,-8,-10
CCO/N=C1\C(=O)N(c2ccccc2)c2ccccc21,7,-1.0,-5,0,-1,90,-4,-0.4,-4,0
NC(=O)c1c(NC(=O)c2cccnc2Cl)sc2c1CCCC2,-6,3.0,1,9,3,85,-3,-0.3,4,7
COc1cccc(OC)c1OCCNCCO,-1,2.8,1,-11,-2,103,/,0.0,4,-1
CNS(=O)(=O)c1cc(NC(=O)CCNC(=O)c2ccco2)ccc1C,0,-0.8,1,4,1,103,-4,-0.2,2,-1
CCc1ccc(NC(=O)COC(=O)/C=C/c2ccco2)cc1,-4,0.9,-1,-4,-1,98,-6,-0.1,6,27
Nc1nc(N)c2[nH]c(=S)[nH]c2n1,4,2.6,2,-3,9,101,-16,0.4,-6,-6
CN(C)S(=O)(=O)c1cc(NC(=O)c2ccc(-n3ccnc3)c([N+](=O)[O-])c2)ccc1Cl,-5,-0.2,-3,-8,0,89,-5,0.0,9,-10
CCOC(=O)CN1C(=O)S/C(=C\c2ccc(-c3cccc(C(=O)O)c3C)o2)C1=O,5,2.9,1,3,0,98,-6,-0.1,0,-4
CCOC(=O)N1CCN(CC(O)COC2CC(C)CC(C)(C)C2)CC1 (stereo unspecified),-5,-1.4,1,4,-2,94,/,0.2,-5,-5
O=C1/C(=C/c2ccc(O)c([N+](=O)[O-])c2)SC(=S)N1Cc1ccccc1,-10,2.4,-1,-17,2,103,-3,0.1,?,10
Cc1cc(NC(=O)c2cccc([N+](=O)[O-])c2)no1,0,1.2,0,-6,6,98,-4,-0.1,-1,-2
CC(NC(=O)c1ccccc1)C(=O)NC1CCCc2ccccc21 (stereo unspecified),3,-0.2,-1,3,3,100,-4,-0.2,10,/
COc1ccc(CN2CCNC(=O)C2CC(=O)N(C)Cc2ccno2)c(F)c1 (stereo unspecified),10,-0.3,-1,12,1,103,-9,-0.5,-5,8
Cc1ccc(S(=O)(=O)/N=C/c2ccc(N(C)C)cc2)cc1,1,0.2,0,21,-1,101,-6,0.0,1,13
CC1CCCCN1C(=O)CSc1nc(N)cc(=O)[nH]1 (stereo unspecified),2,4.3,2,-6,-2,97,-5,-0.3,0,13
CC1(C)Cc2c(c(N3CCOCC3)nc3sc4c(NCc5ccco5)nnnc4c23)CS1,28,-0.2,-2,-7,-1,99,/,-0.2,1,36
CCOc1ccc(-n2c(C)nc(O)c2N=Nc2ccccc2)cc1,-2,2.2,2,2,7,96,-3,-0.4,-1,-3
CCC(C)NS(=O)(=O)c1cc2c3c(c1)CCN3C(=O)CC2 (stereo unspecified),1,-0.5,0,-9,4,111,-4,-0.2,-2,3
Cc1ccc(-c2nc(N/N=C/c3ccncc3)c3ccccc3n2)cc1,-26,-5.8,5,7,-4,91,-3,-0.3,5,/
OCCC1CN(CC#Cc2ccccc2)CCN1C1CCCC1 (stereo unspecified),1,-0.4,0,11,2,119,-17,0.0,7,-18
Cc1onc(-c2ccccc2Cl)c1C(=O)Nc1nc2c(s1)CCCC2,3,-2.6,-4,-9,-2,90,0,-0.3,0,-5
CCc1cc[n+](C2=C([O-])c3ccccc3C(=O)/C2=N\S(=O)(=O)c2cccs2)cc1,-28,-2.7,-15,-2,-3,123,-4,1.7,17,/
C[n+]1ccc(C(=O)NCc2ccccc2)cc1,-3,0.7,2,6,3,100,/,-0.1,-10,3
CC(=O)c1ccc(S(=O)(=O)N2CCN(C(=O)CSC(=S)N3CCCC3)CC2)cc1,-2,-0.5,0,-9,2,100,-8,0.1,-1,17
N#Cc1ccc(S(=O)(=O)NC[C@H]2O[C@@H](n3cnc4c(N)ncnc43)[C@H](O)[C@@H]2O)cc1,19,0.9,0,-7,-2,99,-6,-0.1,-5,/
O=C(NCc1ccccc1F)C(=O)NCC1OCCCN1S(=O)(=O)c1cccs1 (stereo unspecified),3,-0.5,-2,-7,4,103,-12,-0.2,-2,0
Cc1ccc(-c2onc(C)c2C)cc1S(=O)(=O)N1CCOc2ccccc21,-6,0.1,-4,0,2,93,-2,0.1,-9,-9
O=C(Nc1ccccc1)c1ccccc1N=Cc1ccccc1O,-6,-0.3,3,6,1,93,-3,-0.3,0,-1
CN(Cc1c(F)cccc1Cl)C(=O)C1=CC=CN2CCS(=O)(=O)N=C12,7,-0.4,1,3,4,96,-7,0.0,4,-4
COc1cc(OC)c2c(c1)OC(=O)CC2c1ccc(C)cc1 (stereo unspecified),1,-2.2,3,0,1,105,-5,0.0,-2,8
CCOc1ncccc1C(=O)Nc1ccc(OC)c(S(=O)(=O)N2CCCCC2)c1,12,0.3,-1,-7,-4,92,-3,0.2,6,-2
COCc1ccc(CN2CCC(N3CCC(C(=O)N4CCCC4)CC3)CC2)o1,-1,0.7,2,2,0,100,-3,0.1,-1,9
Cc1ccc(CNC(=O)c2c(-c3ccccc3)sc3ccccc23)o1,-17,-3.0,-2,-5,-3,97,-12,0.3,-4,-2
O=C1C(O)CCN1C1CCCCC1 (stereo unspecified),4,2.0,1,-6,5,102,-17,-0.1,2,3
CC(C)n1nnnc1SCC(=O)Nc1ccc2c(c1)OCO2,2,-0.8,0,5,-2,93,-4,-0.2,0,14
Cc1cccc(CSc2nnc(N)n2-c2ccccc2)c1,-3,-1.6,-2,-1,-7,87,-3,0.2,-1,-2
Cc1ccc(N(C(=O)CNC(=O)c2ccco2)C(C(=O)NCC2CCCO2)c2ccccc2)c(C)c1 (stereo unspecified),6,0.0,1,-1,5,100,-3,-0.1,18,4
O=C(CCl)NNc1cccc(Cl)n1,3,-2.5,3,-4,2,101,0,0.0,4,/
# Continuation.
SMILES,Cardio protect,hiPSC survival,Glyco luc inh,PDI inh,m5-HT2A agonist,ABCB6 inh 2,CaV13 FRET inh,aDG glyco act,Granule exo inh,Vif imaging
CCc1ccc(-c2nnn(CC(=O)N(C3CCCC3)C3CCS(=O)(=O)C3)n2)cc1 (stereo unspecified),-10,0.8,-1,-6,5,97,-5,0.1,-5,-2
C#CCN(CC(=O)OCC)S(=O)(=O)CCNC1CC1,3,-0.6,-1,/,3,92,-11,-0.2,4,3
OC(COc1ccc(Br)cc1)CN1CCN(c2ccccc2)CC1 (stereo unspecified),-1,-0.2,3,-6,1,106,-20,0.1,12,-3
O=C(Nc1cccc(-c2csc(Nc3ccc(Cl)cc3)n2)c1)c1ccccc1,9,-2.5,7,0,-11,100,-8,0.5,28,-3
CC(OC(=O)CN(C)S(=O)(=O)c1ccc(Cl)cc1)C(=O)Nc1ccc(N2CCOCC2)cc1 (stereo unspecified),7,1.5,1,-1,-7,94,/,-0.2,-2,-9
Cc1c(C(=O)N(Cc2ccco2)Cc2cccs2)oc2ccccc12,2,-1.0,-2,7,-6,100,-5,0.1,9,19
COc1ccc(-c2csc(Cc3nnc4n3CCCCC4)n2)cc1OC,-6,1.0,0,4,15*,93,-7,0.6,3,1
CCOC(=O)c1cc(-c2ccccc2)n(CC(=O)Nc2cc(OC)cc(OC)c2)c1C,-3,-0.5,-5,1,-8,99,-5,-0.3,2,-6
COC(=O)C1=C(C)N(Cc2ccc(OC)c(OC)c2)C(=O)C1,25,-1.9,-2,9,4,99,0,1.9,-1,5
CC(=O)NC(C)c1cc(Cl)c2ccccc2c1O (stereo unspecified),-6,8.6,5,13,-4,97,-5,0.7,2,-5
Cc1ccc(C(=O)N2CCC(C(=O)c3ccc(Cl)cc3)CC2)cc1,-4,0.0,-3,7,-1,111,-4,0.3,-4,0
Cc1cc(C)nc(SCc2cc(=O)c(OC(=O)c3cccc([N+](=O)[O-])c3)co2)n1,1,0.5,-2,2,4,89,-5,-0.1,1,-1
CC1=[N+](C)c2c(ccc3cccnc23)C1(C)C,-30,-3.9,12,1,7,203,-43,2.6,-4,4
CCCCn1c(C(C)NC(=O)CCC)nc2ccccc21 (stereo unspecified),2,-2.2,-1,/,4,93,-5,-0.1,-6,4
O=C(NCc1ccncc1)c1ccc(Cl)c(S(=O)(=O)N2CCCCC2)c1,-4,2.0,0,0,6,99,-4,0.4,-5,-3
O=C(NCCc1ccc(Cl)cc1)c1n[nH]c2ccccc12,-6,-2.4,2,-1,-5,102,-1,0.5,4,-2
CC(=O)O[C@H]1CC[C@@]2(C)C(=CC[C@H]3[C@@H]4CC[C@H](C(C)=O)[C@@]4(C)CC[C@@H]32)C1,-20,-0.7,6,3,0,100,-6,-0.1,0,-2
CC(C(=O)Nc1ccc(F)c(F)c1)N1CCN(C)CC1 (stereo unspecified),4,0.8,1,-2,3,93,-5,0.0,13,6
O=C(NC1CCCCCC1)C(=S)N1CCOCC1,2,0.4,-1,-2,1,100,-7,0.1,0,-8
COc1ccc(N2CCN(C(=O)c3c(Cl)cnn3C)CC2)cc1,0,2.6,2,-1,-4,112,-13,-0.4,-5,-1

# 2 of the compounds above, with bars between the fields:
SMILES | Cardio protect | hiPSC survival | Glyco luc inh | PDI inh | m5-HT2A agonist | ABCB6 inh 2 | CaV13 FRET inh | aDG glyco act | Granule exo inh | Vif imaging
O=C(NCCc1ccc(Cl)cc1)c1n[nH]c2ccccc12 | -6 | -2.4 | 2 | -1 | -5 | 102 | -1 | 0.5 | 4 | -2
Cc1ccc(C(=O)N2CCC(C(=O)c3ccc(Cl)cc3)CC2)cc1 | -4 | 0.0 | -3 | 7 | -1 | 111 | -4 | 0.3 | -4 | 0
